Screening results as filed in PubChem BioAssay.
UGM FP inh – inhibitors of M. tuberculosis UDP-galactopyranose mutase. AID 504406. inhibition, % at 10 µM. P9WIQ1. hit rate 0.06% among 320,000. purified UGM, fluorescence polarization probe displacement; in the data active = inhibition above about 10%, passing the limit was not always enough
BioA inh – inhibitors of Mycobacterium tuberculosis BioA enzyme; purified M. tuberculosis BioA enzyme, plate reader; inhibition, % at 9.99 µM; hit rate 0.096% among 360,000; AID 602481; in the data active = inhibition above about 40%
FBA Mtb inh – inhibits M. tuberculosis FBA enzyme. P9WQA3. purified M. tuberculosis FBA, fluorescence read-out. inhibition, % at 1 µM. hit rate 2.3% among 360,000. AID 588726; in the data active = inhibition above about 27%;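 also: 0% = vehicle and 100% = reference inhibitor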
Yp Topo-I inh – Y. pestis Topo-I inhibition via cleavage products | Y. pestis Topo-I cleavage product accumulation, plate reader | activity, % at 10 µM | hit rate 0.064% among 360,000 | AID 504884; in the data active = activity above about 50%, passing the limit was not always enough; also: inactives centre near 2
TcdB GH inh – TcdB glycohydrolase inhibition; inhibition, % at 9.99 µM; hit rate 0.24% among 350,000; TcdB glycohydrolase enzymatic assay, plate reader; in the data active = inhibition above about 10%
Target sequence (P18177 whole entry, looked up): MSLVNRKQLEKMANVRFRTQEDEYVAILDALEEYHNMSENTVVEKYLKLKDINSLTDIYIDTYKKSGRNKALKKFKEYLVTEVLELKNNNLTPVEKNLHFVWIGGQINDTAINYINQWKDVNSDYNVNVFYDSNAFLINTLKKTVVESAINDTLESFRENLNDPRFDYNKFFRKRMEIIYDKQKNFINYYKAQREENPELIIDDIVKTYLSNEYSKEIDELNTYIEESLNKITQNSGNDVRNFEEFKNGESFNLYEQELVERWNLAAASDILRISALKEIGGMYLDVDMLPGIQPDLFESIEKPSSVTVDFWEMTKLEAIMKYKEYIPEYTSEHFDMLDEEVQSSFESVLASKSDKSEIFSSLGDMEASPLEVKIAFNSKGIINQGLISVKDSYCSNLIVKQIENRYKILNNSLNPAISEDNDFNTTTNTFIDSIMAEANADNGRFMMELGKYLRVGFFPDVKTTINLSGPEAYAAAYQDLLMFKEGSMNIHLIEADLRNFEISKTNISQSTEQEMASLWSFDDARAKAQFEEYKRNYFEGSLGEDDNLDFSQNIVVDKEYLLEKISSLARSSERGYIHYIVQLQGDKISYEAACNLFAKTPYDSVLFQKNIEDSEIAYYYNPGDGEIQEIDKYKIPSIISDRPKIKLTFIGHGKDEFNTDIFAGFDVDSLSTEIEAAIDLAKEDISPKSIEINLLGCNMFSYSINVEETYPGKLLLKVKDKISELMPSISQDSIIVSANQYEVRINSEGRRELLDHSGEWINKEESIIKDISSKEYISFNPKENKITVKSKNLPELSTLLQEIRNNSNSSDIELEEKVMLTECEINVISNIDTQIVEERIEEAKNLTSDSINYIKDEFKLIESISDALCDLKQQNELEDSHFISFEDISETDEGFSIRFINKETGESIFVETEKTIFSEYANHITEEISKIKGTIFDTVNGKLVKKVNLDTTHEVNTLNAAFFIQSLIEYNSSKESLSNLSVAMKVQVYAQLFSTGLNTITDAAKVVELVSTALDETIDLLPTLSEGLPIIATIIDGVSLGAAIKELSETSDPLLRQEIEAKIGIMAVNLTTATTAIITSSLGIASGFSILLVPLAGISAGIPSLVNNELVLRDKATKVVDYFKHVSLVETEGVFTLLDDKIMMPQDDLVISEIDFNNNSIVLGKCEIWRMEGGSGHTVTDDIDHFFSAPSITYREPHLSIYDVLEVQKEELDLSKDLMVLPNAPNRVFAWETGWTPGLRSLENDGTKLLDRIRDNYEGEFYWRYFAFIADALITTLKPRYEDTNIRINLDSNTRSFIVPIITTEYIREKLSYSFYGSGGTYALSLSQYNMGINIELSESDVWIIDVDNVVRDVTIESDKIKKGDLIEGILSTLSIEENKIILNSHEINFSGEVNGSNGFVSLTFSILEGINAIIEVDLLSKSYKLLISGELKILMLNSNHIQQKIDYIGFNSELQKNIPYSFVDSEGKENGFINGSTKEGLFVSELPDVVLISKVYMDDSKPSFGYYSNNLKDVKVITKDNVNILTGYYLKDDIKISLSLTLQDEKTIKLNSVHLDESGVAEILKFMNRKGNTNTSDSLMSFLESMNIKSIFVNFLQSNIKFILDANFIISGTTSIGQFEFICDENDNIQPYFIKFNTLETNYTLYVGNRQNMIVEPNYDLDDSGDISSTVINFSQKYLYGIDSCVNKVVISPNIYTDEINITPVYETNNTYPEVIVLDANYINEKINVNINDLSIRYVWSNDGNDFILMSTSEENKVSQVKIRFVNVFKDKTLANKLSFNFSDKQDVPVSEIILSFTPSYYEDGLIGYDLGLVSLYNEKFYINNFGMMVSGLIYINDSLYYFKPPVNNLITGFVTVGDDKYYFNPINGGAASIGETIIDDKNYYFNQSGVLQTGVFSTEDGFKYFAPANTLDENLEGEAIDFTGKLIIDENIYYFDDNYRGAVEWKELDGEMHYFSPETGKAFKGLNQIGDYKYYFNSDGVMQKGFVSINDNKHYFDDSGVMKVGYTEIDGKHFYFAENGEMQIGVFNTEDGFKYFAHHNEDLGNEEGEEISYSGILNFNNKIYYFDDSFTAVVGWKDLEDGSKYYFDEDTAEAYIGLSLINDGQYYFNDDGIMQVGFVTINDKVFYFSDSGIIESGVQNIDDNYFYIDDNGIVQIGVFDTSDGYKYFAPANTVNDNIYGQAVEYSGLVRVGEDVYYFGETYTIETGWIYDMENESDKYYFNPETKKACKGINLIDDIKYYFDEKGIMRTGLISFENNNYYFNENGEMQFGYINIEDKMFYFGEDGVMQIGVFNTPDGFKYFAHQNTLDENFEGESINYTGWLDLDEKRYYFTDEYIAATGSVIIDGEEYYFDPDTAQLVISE
Vc quorum ag – quorum light induction in luxS cqsA deficient V. cholerae; V. cholerae BH1578 lux reporter, luminescence, 6 h; activation, % at 18.7 µM; hit rate 0.16% among 350,000; AID 588436; in the data active = activation mostly above about 9.7%, no sharp cut-off; also: not every result past the cut was called active; inactives centre near 0; reference of the scale not given here
GDH-TPI inh – GDH-TPI coupled enzyme inhibition counter-screen; hit rate 1.2% among 360,000; GDH-TPI coupled enzyme counterscreen, NADH absorbance; AID 588335; inhibition, % at 4.8 µM; in the data active = inhibition above about 30%;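 also: 0% = DMSO wells and 100% = wells lacking the enzyme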
FadD28 binding – inhibitors of Mycobacterium tuberculosis FadD28 bisubstrate binding. FadD28 bisubstrate probe binding, fluorescence polarization. inhibition, % at 12.5 µM. hit rate 0.22% among 360,000. AID 588549; in the data active = inhibition above about 8.5%, passing the limit was not always enough
PfHsp40 rescue – restores yeast growth despite PfHsp40 toxicity | growth rescue, % at 12.5 µM | hit rate 0.68% among 340,000 | S. cerevisiae expressing PfHsp40, growth rescue, ATP luminescence | AID 504582; in the data active = growth rescue above about 28%, passing the limit was not always enough;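 also: yeast W303a lacking pdr1 and pdr3 grown in galactose medium; growth measured after three days at 30 °C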
* marks the source's active call; other numbers are inactive results; i = inactive; nt = not tested or not shown.

1	Cc1ccc(SCC(=O)NCCc2ccc(F)cc2)cc1
2	CN(C(=O)c1cc2ccccc2cc1O)C1CCCCC1
3	Cc1oc(S(=O)(=O)N2CCOCC2)cc1C(=O)Nc1ccc(Cl)cc1
4	COc1ccc(CC(N)c2csc(Nc3ccc(C(C)=O)cc3)n2)cc1 (centres undefined)
5	CCc1ccc(OC(C)C(=O)Nc2ccc(S(=O)(=O)Nc3cc(C)on3)cc2)cc1 (centres undefined)
6	Cc1sc(-c2ccncc2)nc1OC(=O)c1cc(Cl)cc(Cl)c1
7	COc1ccc(OCCSc2nc(C)c(Cc3ccccc3)c(=O)[nH]2)cc1
8	COc1ccnc(Oc2ccc(F)cc2)c1C(=O)N/C=N/OCc1ccc(Cl)cc1Cl
Screen / compound no. | 1 | 2 | 3 | 4 | 5 | 6 | 7 | 8
UGM FP inh | -0.5 | -1.7 | 0.7 | nt | -0.4 | 0.3 | -0.4 | 2.0
BioA inh | 0.0 | -0.3 | nt | -8.0 | 0.0 | -3.4 | nt | -0.2
FBA Mtb inh | -1 | 0 | -2 | 3 | 0 | 0 | 2 | 0
Yp Topo-I inh | 16 | 15 | -9 | -14 | -3 | 1 | -3 | 27
TcdB GH inh | 0.7 | 0.3 | 0.1 | 1.0 | -1.3 | nt | 2.0 | 1.0
Vc quorum ag | 0.8 | i | i | -0.7 | i | 1.8 | i | i
GDH-TPI inh | 0 | 6 | 1 | 38* | -3 | 1 | -3 | 4
FadD28 binding | -0.5 | 0.3 | -0.2 | 0.0 | -2.7 | -0.2 | -0.7 | -1.2
PfHsp40 rescue | 0.2 | -0.8 | -2.0 | nt | -0.9 | -0.2 | 0.4 | 12

9	NC(=O)C1CCN(C(=O)CN(c2cccc(C(F)(F)F)c2)S(=O)(=O)c2ccccc2)CC1
10	OCC1(CCc2ccccc2)CCCN(CCCc2ccccc2)C1 (centres undefined)
11	Cc1cc(C)nc(SCc2nnc(SCC(=O)Nc3c(C)cccc3C)o2)n1
12	COC(=O)c1cc(NC(=O)c2ccccc2)c(=O)oc1C
13	O=C(NCCCN1CCOCC1)c1ccc(NC(=O)C2COc3ccccc3O2)cc1 (centres undefined)
14	COCCNc1nc(-c2ccccc2CO)c2sc(-c3ccccc3)cc2n1
15	Cc1cccc(C)c1NC(=O)Cn1nc(-c2ccccc2)nc1-c1ccccc1
16	O=C(CCC(NC(=O)OCc1ccccc1)C(=O)O)OCc1ccccc1 (centres undefined)
Screen / compound no. | 9 | 10 | 11 | 12 | 13 | 14 | 15 | 16
UGM FP inh | 1.8 | -0.3 | 1.0 | 1.9 | 2.5 | nt | 3.3 | -0.2
BioA inh | 1.8 | 2.1 | nt | nt | -0.5 | 0.2 | -2.2 | 2.7
FBA Mtb inh | 4 | 2 | 2 | 4 | 0 | 21 | -1 | 8
Yp Topo-I inh | -5 | 18 | -4 | -2 | -9 | 26 | 8 | -13
TcdB GH inh | nt | 1.9 | nt | 0.1 | 0.5 | nt | nt | 2.2
Vc quorum ag | i | -0.7 | -0.3 | -0.2 | 2.3 | 0.3 | -0.4 | 0.5
GDH-TPI inh | 0 | -3 | -3 | 2 | -2 | 13 | -2 | -8
FadD28 binding | -2.7 | -1.5 | -1.9 | -0.4 | -2.8 | -6.7 | -0.7 | -0.6
PfHsp40 rescue | 0.4 | 3.3 | -0.9 | 0.3 | 1.3 | nt | 0.1 | -1.5

17	CC1(C)CC(NS(=O)(=O)c2ccc(Cl)cc2)CC(C)(C)N1
18	CC1(C)CC2(CCO1)NCCN1C(=O)CSC12 (centres undefined)
19	CC(C)(C)c1ccc(OCC(=O)N(c2ccccn2)C2CCCCC2)cc1
20	O=C(NC(=S)N1CCN(C/C=C/c2ccccc2)CC1)c1ccc(F)cc1
21	Cc1cc(C)c(S(=O)(=O)Nc2ncccc2C)c(C)c1
22	CCOC(=O)c1c(NC(=O)CSc2nnc3ccccn23)sc2c1CCC2
23	Cc1ccc(S(=O)(=O)N2CCN(C(=O)N3CCCCC3)CC2)c(C)c1
24	COC(=O)c1cc(NC(=O)N2c3ccccc3Sc3ccccc32)cc(C(=O)OC)c1
Screen / compound no. | 17 | 18 | 19 | 20 | 21 | 22 | 23 | 24
UGM FP inh | -5.0 | 1.2 | -1.3 | -2.2 | -1.0 | 2.5 | nt | 0.3
BioA inh | -2.3 | 1.3 | nt | 0.3 | -2.5 | nt | -0.6 | -0.1
FBA Mtb inh | 0 | 1 | 0 | 0 | 3 | -1 | 1 | 4
Yp Topo-I inh | -11 | -4 | 1 | 11 | 3 | 40 | 15 | 1
TcdB GH inh | 0.2 | nt | 0.5 | 1.9 | 0.4 | 0.0 | 0.0 | -0.2
Vc quorum ag | i | -0.6 | 2.1 | -0.9 | -0.2 | -0.3 | 0.0 | -1.7
GDH-TPI inh | -16 | 7 | 11 | 19 | 14 | 15 | 4 | 4
FadD28 binding | -2.5 | -3.7 | 1.5 | -1.4 | -1.7 | -3.1 | -0.9 | -6.9
PfHsp40 rescue | -0.8 | -1.0 | 5.8 | 0.4 | -1.0 | 1.5 | nt | 2.0

The final 2 entries of the section above lead into the next.
23	Cc1ccc(S(=O)(=O)N2CCN(C(=O)N3CCCCC3)CC2)c(C)c1
24	COC(=O)c1cc(NC(=O)N2c3ccccc3Sc3ccccc32)cc(C(=O)OC)c1
25	COc1ccccc1N1CCN(C(=O)CCNC(=O)Cn2ccc3ccccc3c2=O)CC1
26	COC(=O)c1ccccc1NC(=O)c1ccc(NS(C)(=O)=O)cc1
27	O=C(c1cc(-c2ccccn2)nc2ccc(Br)cc12)N1CCN(S(=O)(=O)c2ccccc2)CC1
28	Cc1ccc(NC(=O)CN(C)S(=O)(=O)c2ccc3c(c2)n(C)c(=O)c(=O)n3C)cc1
29	C=C(C)COc1ccc(-c2nc(N)nc(C)c2Oc2ccccc2OC)c(O)c1
30	COCCCC1CCN(C(=O)c2cc(COc3ccc(C)nc3)on2)CC1
31	Cc1cnc(C(=O)OCC(=O)NC(C)CCc2ccccc2)cn1 (centres undefined)
32	CCNc1nc(NCC)nc(N/N=C/c2ccc(O)c(O)c2)n1
Screen / compound no. | 23 | 24 | 25 | 26 | 27 | 28 | 29 | 30 | 31 | 32
UGM FP inh | nt | 0.3 | -1.7 | 1.5 | -1.1 | -0.7 | -1.1 | 1.9 | 0.5 | 2.5
BioA inh | -0.6 | -0.1 | 0.5 | 0.1 | nt | -4.9 | -1.0 | -2.9 | nt | nt
FBA Mtb inh | 1 | 4 | 3 | 8 | -1 | -1 | 2 | 6 | -1 | -3
Yp Topo-I inh | 15 | 1 | 15 | 1 | -10 | 6 | 19 | 9 | 2 | -14
TcdB GH inh | 0.0 | -0.2 | -0.1 | nt | 0.7 | 0.6 | nt | 1.5 | 0.4 | -3.1
Vc quorum ag | 0.0 | -1.7 | -0.9 | i | i | -3.4 | -0.6 | -0.4 | -0.3 | -0.3
GDH-TPI inh | 4 | 4 | 1 | 6 | 4 | 9 | 1 | 6 | -8 | 11
FadD28 binding | -0.9 | -6.9 | -0.8 | -4.0 | -2.0 | -1.1 | -4.4 | 1.1 | 0.2 | -4.1
PfHsp40 rescue | nt | 2.0 | -0.5 | -0.7 | -0.5 | -0.1 | 2.0 | 0.6 | -0.3 | -0.6

33	Cc1cc(-n2c(C)cc(C(=O)CSc3ccc4c(c3)OCCO4)c2C)no1
34	CC(=O)Oc1ccc(-n2c(=O)c3ccccc3c3ccccc3c2=O)cc1
35	CC(=O)c1cn(Cc2ccccc2)c(=O)n(Cc2ccc(F)cc2)c1=O
36	CCOC(=O)c1cc(=O)[nH]c2ccccc12
37	Cn1c(SCC(=O)Nc2ccccc2)nnc1-c1ccc2nonc2c1
38	CC(=O)c1ccc(N2C(=O)C3C4C=CC(CC4)C3C2=O)cc1 (centres undefined)
39	CCCN=C1N(CC)C[C@@H]2[C@@H]3C(=O)N(C)C(=O)[C@@H]3[C@](C)(C(=O)OC)N12
40	Cc1ccc(C(=O)COC(=O)CNC(=O)c2ccco2)cc1
Screen / compound no. | 33 | 34 | 35 | 36 | 37 | 38 | 39 | 40
UGM FP inh | -2.2 | -0.4 | -1.8 | 2.2 | -2.6 | 1.5 | nt | -3.1
BioA inh | 0.1 | nt | nt | nt | nt | nt | -0.8 | nt
FBA Mtb inh | -9 | 6 | 1 | 8 | -1 | -6 | 0 | -2
Yp Topo-I inh | 29 | -2 | -2 | 6 | -12 | -5 | -10 | -1
TcdB GH inh | nt | 0.4 | 1.1 | 0.1 | 1.1 | 2.7 | 2.0 | nt
Vc quorum ag | i | -1.8 | i | i | -1.2 | i | i | 5.3
GDH-TPI inh | 6 | -2 | 9 | -3 | 3 | -4 | 6 | -6
FadD28 binding | -4.1 | -0.9 | 0.0 | -3.3 | -2.8 | -3.0 | -1.4 | -2.8
PfHsp40 rescue | 6.7 | 0.7 | -0.4 | -1.0 | -1.2 | -1.0 | -1.0 | -0.4

Entries by screen from the entries so far:
Compounds 36–39 in GDH-TPI inh: -3, 3, -4, 6
Compounds 36–39 in FadD28 binding: -3.3, -2.8, -3.0, -1.4

Following part.
41	O=C(NCc1cn(-c2ccccc2)nc1-c1ccccc1)c1cc([N+](=O)[O-])cc([N+](=O)[O-])c1
42	COc1ccc(CN(C)Cc2nc3cc(OC)c(OC)cc3c(=O)[nH]2)c(OC)c1
43	O=C(NNC1=NC2(CCCC2)Cc2ccccc21)c1ccncc1
44	CCC(=NCc1ccco1)c1c(O)n(-c2ccc(C)cc2)c(=O)[nH]c1=O
45	Cc1ccc(CNC(=O)C2CC(c3cccc([N+](=O)[O-])c3)=NO2)cc1 (centres undefined)
46	Cc1cc(C)nc(NS(=O)(=O)c2ccc(NC(=O)c3cc(-c4ccccc4)nc4ccccc34)cc2)n1
47	COCCc1nc2ccc(C(=O)N3CCCCC3COC)cc2o1 (centres undefined)
48	FC(F)C(F)(F)c1cc(-c2ccccc2)n[nH]1
Screen / compound no. | 41 | 42 | 43 | 44 | 45 | 46 | 47 | 48
UGM FP inh | -2.2 | -0.6 | -0.9 | 3.7 | 0.9 | 4.1 | -1.7 | 2.4
BioA inh | -1.9 | nt | -2.1 | -0.4 | 0.7 | 0.2 | -0.5 | nt
FBA Mtb inh | -5 | 0 | 2 | 5 | -2 | -5 | -4 | 1
Yp Topo-I inh | -40 | 8 | -2 | 6 | 11 | 10 | 2 | -9
TcdB GH inh | nt | 1.1 | 0.9 | nt | 1.3 | 1.1 | 1.4 | -2.4
Vc quorum ag | i | -3.6 | -0.2 | -2.2 | i | i | -0.3 | -0.1
GDH-TPI inh | 3 | 3 | 23 | 8 | -7 | 9 | -2 | 3
FadD28 binding | -5.7 | 0.1 | -1.1 | 0.4 | -1.8 | -5.5 | -0.3 | 0.8
PfHsp40 rescue | -0.2 | -1.5 | 0.1 | 0.4 | 0.3 | 0.9 | -0.5 | 9.3

49	CC(C)CNC(=O)C1(C)CCCN1Cc1ccc(S(C)(=O)=O)cc1 (centres undefined)
50	COc1cc(O)c(CCC(=O)c2ccc(OC)c(OC)c2)c(OC)c1
51	CCOC(=O)C1(C)CCCCCN1C(=O)c1ccco1 (centres undefined)
52	CCOc1ccc(CNC(=O)c2ccc(Sc3ccc(Cl)cc3)c(NC(C)=O)c2)cc1OC
53	COc1cc(N)c(Cl)cc1C(=O)OCC(=O)N(C)C1CCCCC1
54	CN(Cc1ccccc1)S(=O)(=O)c1ccc(Cl)nc1
55	O=C(c1ccco1)N1CCN(S(=O)(=O)c2ccc3c(c2)OCCO3)CC1
56	CCN(CC)c1ccc2cc(-c3nc4ccccc4[nH]3)c(=O)oc2c1
57	O=C(COC(=O)c1n[nH]c2ccccc12)c1cc(F)ccc1F
Screen / compound no. | 49 | 50 | 51 | 52 | 53 | 54 | 55 | 56 | 57
UGM FP inh | nt | -0.4 | nt | -0.8 | -0.2 | -1.8 | -1.9 | 31* | 0.9
BioA inh | -1.2 | 1.5 | 1.2 | nt | 0.3 | nt | nt | -10 | nt
FBA Mtb inh | -3 | 1 | -2 | 1 | -1 | 1 | -1 | 2 | 5
Yp Topo-I inh | -1 | 4 | -4 | 23 | 9 | -2 | 0 | -7 | 5
TcdB GH inh | 0.4 | 0.1 | 0.5 | -0.5 | 1.0 | nt | nt | nt | 1.5
Vc quorum ag | 2.5 | -0.3 | -1.2 | -2.2 | i | i | i | i | -0.7
GDH-TPI inh | -1 | 7 | 2 | 5 | 2 | -11 | -2 | 9 | -4
FadD28 binding | -2.9 | -2.3 | -4.4 | -3.9 | -3.1 | -3.9 | -2.9 | 0.2 | -0.3
PfHsp40 rescue | nt | -0.4 | nt | 2.9 | 0.1 | 2.1 | 0.9 | -0.6 | 1.1
